# Source: PubChem BioAssay
# West Nile virus CPE: West Nile virus antiviral activity, cell-based, CPE readout (AID 1621); West Nile virus-infected cells, CPE inhibition; higher % means a stronger effect; CPE inhibition, % at 10 µM; hits with a dose series show IC50 in µM; 0.02% of 290,000 active; in the data active means a potency from the dose series; inconclusive means CPE inhibition mostly from about 3.7% at the one dose, without a potency; inactive means the rest, 99 in 100 with CPE inhibition below about 2.2%; further: strong numbers were not always called active
# WT yeast gro inh: growth inhibition of WT yeast, mitochondrial fusion screen; mitochondrial fusion phenotypic screen, WT strain; inhibition, % at 10 µM; 2.1% of 190,000 active; AID 1362; in the data active means inhibition above about 58%; tested in S. cerevisiae
# Rac1 GTP hydrolysis: MgcRacGAP GTPase-activating activity inhibitors, confirmation, biochemical, ADP Hunter fluorescence | 0.6% of 340,000 active | MgcRacGAP-stimulated Rac1 GTP hydrolysis, ADP Hunter fluorescence; higher % means a stronger effect; GST-tagged Rac1 F28L mutant substrate | inhibition, % at 30 µM, or IC50 in µM where a hit was titrated;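 active means first-screen hits whose inhibition reached a set limit at any dose in the follow-up dose series; inconclusive means inhibition above the set first-screen limit but never retested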;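 further: fluorescence reports GDP produced by GAP-driven GTP hydrolysis; strong numbers were not always called active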
# bCat nuc transl: modulators of beta-catenin nuclear translocation. nuclear translocation activity, % at 5 µM. 0.3% of 190,000 active. HeLa beta-catenin nuclear translocation, immunofluorescence imaging. AID 1665;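 active means nuclear translocation activity above 50% at 5 µM, with a well cell count of 50 or more; inconclusive means wells under 50 cells across six images, flagged as toxic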;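 further: per-cell ratio of nuclear to cytoplasmic median beta-catenin stain intensity; plate controls were DMSO negative control for no effect and GSK-3 inhibitor IX positive control for full effect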
#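 Read-out: Nuclear/cytoplasmic beta-catenin signal ratio, % activation | Assay system: Human HeLa cell line | Times: 24 h compound exposure at 37°C, 5% CO2 | Signal: Fluorescence imaging of beta-catenin antibody stain plus DAPI | Dosing: 5 µM primary, 0.02–20 µM confirmation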
# Myeloid diff MLP: compounds promoting myeloid differentiation. ER-HoxA9 myeloid progenitors, lysozyme-GFP differentiation, flow cytometry. calls only at 10 µM. 1% of 360,000 active;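 active means normalized GFP-positive differentiation at or above the plate's own cutoff, the solvent-only control mean plus 3 SD; inconclusive means no clear call, values can overlap the other calls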;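 further: cells exposed to compound for four days before flow analysis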
# SV40 large T antigen: SV40 large T antigen inhibitors, biochemical (AID 1903); SV40 large T antigen ATPase/helicase inhibition assay; higher % means a stronger effect; inhibition, % at 20 µM, or IC50 in µM where a hit was titrated; 0.39% of 310,000 active; in the data active means a potency from the dose series; inconclusive means inhibition mostly from about 32% at the one dose, without a potency; inactive means the rest, 99 in 100 with inhibition below about 32%; further: strong numbers were not always called active
# T cell modulator: T cell immune modulators affecting CD8 T cell-vesicle binding; AID 2052; 0.068% of 330,000 active; 2C CD8+ T cell-vesicle binding, flow cytometry; hits give low values; calls only at 7 µM;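 active means response, share of CD8 T cells binding vesicles, and their 90th percentile fluorescence all below set limits, cut at about 80% in these data, passing the limit was not always enough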
#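 Benchmarks: naked versus QL9-loaded vesicles / Assay system: purified 2C TCR transgenic mouse naive CD8+ T cells / Technique: high-throughput flow cytometry with anti-B7-1 and anti-CD8 staining / Timing: Cell–vesicle co-incubation 1.5 h at 37 °C, staining 20 min on ice / Read-out: percent CD8+ FL2 mean versus row control / Probe or stimulus: QL9-loaded Drosophila micro-vesicles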
# PhoP inhibition: inhibitors of PhoP regulon expression, primary screen, Salmonella Typhimurium, GFP reporter (AID 1863). S. Typhimurium PhoP-regulated promoter GFP reporter, 4 h; higher % means a stronger effect. one-dose inhibition, % at 50 µM; IC50 in µM for titrated hits. 0.16% of 300,000 active;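 active means inhibition over 29.93%, a cutoff 3 SD above the screen mean, later confirmed by dose response; inconclusive means inhibition over 29.93% but no dose response follow-up; inactive means inhibition at most 29.93% or unconfirmed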;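 further: 0% = low Mg2+ inducing control and 100% = high Mg2+ repressing control; strong numbers were not always called active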
# RSV antiviral HEp-2: RSV antiviral activity via CPE protection, HEp-2 cells, primary 10 µM value included (AID 2391); HEp-2 cells, RSV-induced CPE inhibition; higher % means a stronger effect; CPE inhibition, % at 10 µM, or IC50 in µM where a hit was titrated; 0.13% of 310,000 active; in the data active means a potency from the dose series; inconclusive means CPE inhibition mostly from about 23% at the one dose, without a potency; inactive means the rest, 99 in 100 with CPE inhibition below about 21%; further: strong numbers were not always called active
# WT yeast gro inh mutant strain: further read-out of WT yeast gro inh, marked with its call; inhibition, %; mitochondrial fusion phenotypic screen, mutant strain inhibition
# bCat nuc transl cell count 5 µM: also measured in bCat nuc transl; calls as there; cell count; measured here: cell count, cytotoxicity flag
# T cell modulator vesicle-bound %: further read-out of T cell modulator, marked with its call; double positive events, %; measured here: CD8+ vesicle-bound cell fraction;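 binding gate set so that unloaded-vesicle control wells show 10% double positive cells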
# Myeloid diff MLP GFP+ MAC1+ %: also measured in Myeloid diff MLP; calls as there; GFP+ MAC1+ double positive, %; measured here: differentiation confirmed by MAC1 staining
# An asterisk follows results filed as active; i = inactive; ? = inconclusive; . = no result given; + = active, no number. Outcome played no part in choosing rows, and some 3.6% of all compounds hit somewhere here.
Molecule,bCat nuc transl,PhoP inhibition,WT yeast gro inh,WT yeast gro inh mutant strain,RSV antiviral HEp-2,Rac1 GTP hydrolysis,T cell modulator vesicle-bound %,Myeloid diff MLP,Myeloid diff MLP GFP+ MAC1+ %,T cell modulator,bCat nuc transl cell count 5 µM,SV40 large T antigen,West Nile virus CPE
CC(=O)NCCNC(=O)c1oc2ccccc2c1CSc1ncn[nH]1,-0.3,-13%,-42,-15,-0.5%,6%,33,i,0.7,i,1155,9%,0.1%
Cc1nc(Cc2nnc(SCC(=O)N3CCN(c4ccc(O)cc4)CC3)o2)cs1,.,.,.,.,2.7%,30µM*,28,+,2.0*,i,.,.,.
COc1ccc(NC(=O)CC2SC(N)=NC2=O)c([N+](=O)[O-])c1 (stereo unspecified),0.5,4%,-5,-11,0.2%,8%,52,i,0.6,i,1407,3%,0.1%
O=C(O)c1ccc(Nc2ccc(F)c(F)c2)c([N+](=O)[O-])c1,.,-5%,.,.,1.1%,9%,53,i,0.3,i,.,1%,0.8%
O=S(=O)(Nc1ccc(F)cc1)c1cccc2nsnc12,.,-1%,.,.,0.7%,6%,43,i,0.8,i,.,12%,-1.2%
Oc1ccc2ccc3cccc[n+]3c2c1,.,.,.,.,1.1%,7%,64,+,0.9*,i,.,.,0.2%
O=C(Nc1ccccc1)c1ccc(CN2CCc3ccccc3C2)cc1,0.7,-4%,6,2,2.5%,8%,45,.,.,i,522,8%,-0.4%
NNC(=O)C(Cc1ccc(O)cc1)N1Cc2ccccc2C1=O (stereo unspecified),.,2%,.,.,1.6%,-4%,52,i,0.9,i,.,6%,0.2%
CC1=C(C(=O)Nc2ccccc2)C2(CCCCC2)C(C#N)=C(SCC(N)=O)N1,.,-8%,2,17,0.0%,0%,30,i,0.4,i,.,0%,0.0%
COc1ccccc1C(=O)Oc1ccc(N2C(=O)CCC2=O)cc1,.,7%,-2,-3,0.6%,-1%,56,i,0.7,i,.,11%,.
CC(=O)N1CCc2c(sc3c2c(=O)n(Cc2ccccc2)c(=O)n3CC(=O)NCC2CCCO2)C1 (stereo unspecified),.,.,.,.,0.8%,5%,43,i,1.0,i,.,6%,-0.1%
Cc1c(NC(=O)C(C)OC(=O)c2c3c(nc4ccccc24)CCC3)c(=O)n(-c2ccccc2)n1C (stereo unspecified),-2.6,3%,7,8,1.8%,9%,48,i,0.1,i,1111,4%,0.0%
Cc1cc(C(=O)CSc2nnc(N)s2)c(C)n1-c1c(C)n(C)n(-c2ccccc2)c1=O,.,-3%,-6,-5,0.9%,12%,16,i,1.2,i,.,15%,1.2%
Clc1ccccc1-c1nnc(CNC2CC2)o1,-1.8,6%,0,-7,1.1%,10%,37,i,0.2,i,1072,16%,-0.2%
Cc1cccc(-n2nnc(C(=O)NCc3ccccc3)c2N)c1,5.2,-3%,-6,9,0.9%,1%,8,i,0.3,i,510,-2%,-0.6%
Cc1cc(C)c(C)c(S(=O)(=O)NCCCN2CCOCC2)c1C,-1.2,4%,2,3,-0.5%,.,46,i,0.1,i,1070,-8%,0.9%
Cc1ccccc1-c1n[nH]c(=S)n1Cc1ccccc1,-2.3,8%,13,14,2.8%,-8%,59,i,0.2,i,962,6%,0.6%
COc1ccc(S(=O)(=O)N2CCOCC2)cc1NC(=O)c1ccncc1,.,.,.,.,1.1%,-1%,35,i,0.1,i,.,.,.
Cc1ccc(N2C(=O)c3ccccc3C2=O)cc1,0.1,-4%,.,.,4.6%,6%,45,i,0.2,i,1308,9%,0.4%
CCn1c(C)c(C(C)=O)c(N2CCN(c3ccc(F)cc3)CC2)nc1=S,-2.2,3%,12,0,1.6%,6%,55,i,0.9,i,1168,4%,-0.2%
COc1ccc(N2CCN(C(=O)COC(=O)CNC(=O)c3ccc(C)cc3)CC2)cc1,.,-6%,.,.,0.5%,20%,49,.,.,i,.,15%,.
NC(=O)C[C@H](N)c1cn([C@@H](CC(N)=O)C(=O)N2CCNCC2)nn1,.,.,.,.,0.8%,0%,20,i,1.2,i,.,4%,.
O=C(CN1c2cccc3cccc(c23)S1(=O)=O)Nc1ccccc1F,.,-1%,.,.,7.8%,4%,25,i,2.3,i,.,6%,-0.4%
CCCNS(=O)(=O)c1ccc(-n2cnnn2)c(OC)c1,0.9,-5%,-2,3,-0.6%,5%,36,i,0.3,i,1520,3%,-0.1%
Cn1c(C(=O)O)cc2cc(F)ccc21,0.5,.,.,.,0.6%,12%,30,i,1.8,i,1094,.,-0.5%
O=c1[nH]c(=S)ccn1C1OC(CO)C(O)C1O (stereo unspecified),.,18%,.,.,.,0%,22,i,3.9,i,.,11%,2.9%
O=C(CCC(=O)N1CCOCC1)NCCc1ccc(Cl)cc1Cl,.,-2%,.,.,1.4%,10%,39,i,2.6,i,.,10%,-0.3%
Cc1nn(C)c(C)c1S(=O)(=O)N1CCC(C(=O)NCCC2=CCCCC2)CC1,.,5%,27,5,-0.1%,-3%,18,i,1.7,i,.,-2%,-0.4%
C=C(C)COc1ccc(-c2nc(N)ncc2-c2ccc(OC)cc2)c(O)c1,-0.1,1%,84*,60*,.,.,.,.,.,.,1003,2%,2.4%
CN(C)S(=O)(=O)c1cccc(COC(=O)c2ccc(Cl)cc2O)c1,1.5,.,.,.,4.5%,1%,49,i,0.7,i,1330,5%,-0.6%
CS(=O)(=O)N(Cc1ccccc1F)c1ccccc1,2.5,7%,-17,4,2.9%,3%,22,i,0.7,i,1109,21%,-0.1%
O=C1CC(c2ccc(Br)cc2)NC(c2ccc(Br)cc2)C1c1ccccc1 (stereo unspecified),1.5,-3%,16,20,5.5%,.,0,.,.,i,1093,5%,0.1%
CCc1cccc2c(=O)c(C(=O)N3CCCCCC3)c[nH]c12,.,-8%,22,14,-0.7%,-1%,5,i,1.3,i,.,8%,-0.6%
Cc1ccc(S(=O)(=O)N2CCC(C(=O)OC3CCOC3=O)CC2)cc1C (stereo unspecified),.,-8%,.,.,1.4%,8%,37,i,0.4,i,.,5%,.
Cc1ccc(CNC(=O)[C@H](C)NC(=O)C2CCN(C(=O)[C@@H](N)CC(C)C)CC2)cc1,.,2%,.,.,0.9%,-1%,60,i,2.2,i,.,4%,-0.6%
C=CCNc1nnc(Cc2ccc(F)cc2)c(=O)[nH]1,.,-6%,.,.,1.5%,5%,36,i,0.3,i,.,10%,-0.1%
CCN(CC)CCNC(=O)Cn1nc(Cc2cccnc2)c2ccccc2c1=O,.,2%,11,1,0.1%,-3%,30,i,1.6,i,.,9%,0.8%
CC(C)(C)c1ccc(/C=N/Nc2ccc(C(=O)O)cc2)cc1,-0.9,-7%,14,-12,9.4%,6%,46,i,0.3,i,1116,9%,0.9%
COc1ccc2nc(NC(=O)C3CCCN(S(=O)(=O)c4cccs4)C3)sc2c1 (stereo unspecified),-2.0,-8%,43,39,?,16%,26,i,0.1,i,1196,4%,1.4%
O=[N+]([O-])c1ccc2c(OCc3nnc(-c4ccccc4Br)o3)ncnc2c1,-0.6,-12%,.,.,6.5%,14%,20,i,1.0,i,1335,4%,-0.5%
NC(=O)c1ncc(C(F)(F)F)cc1Oc1cccc(C(F)(F)F)c1,.,7%,17,20,1.3%,0%,43,i,1.0,i,.,3%,0.1%
COc1ccc(Cn2c(C3CC3)nc3ccc(NC(=O)c4ccco4)cc3c2=O)cc1,-0.8,-12%,33,27,3.8%,4%,22,i,5.4,i,1120,11%,0.1%
CCc1ccc(NC(=O)N(CCCN2CCOCC2)Cc2cccs2)cc1,.,-7%,-4,-8,-0.6%,14%,42,i,1.8,i,.,-1%,.
Cc1nc(C)c(C(=O)C2=C(O)C(=O)N(CCN(C)C)C2c2cccs2)s1 (stereo unspecified),-5.3,-2%,5,2,0.0%,5%,58,i,0.5,i,906,6%,1.2%
CCn1cc(C(=O)NCc2ccc3c(c2)OCO3)c(=O)c2cc(F)c(N3CCN(C)CC3)cc21,-0.3,7%,10,8,0.0%,16%,46,i,6.0,i,939,8%,1.2%
CCOC(=O)C(Oc1ccc(=O)[nH]n1)C(C)=O (stereo unspecified),-1.6,-1%,5,13,2.5%,8%,60,i,1.3,i,1179,22%,0.7%
CCCc1cc(=O)oc2c(C)c(OCc3nn[nH]n3)ccc12,0.1,-16%,.,.,-0.5%,3%,51,i,0.7,i,1252,17%,-0.4%
NC(=O)CSc1nnc(-c2ccc(O)cc2)n1Cc1ccco1,-1.1,-5%,-17,-2,1.1%,7%,33,i,0.7,i,1222,21%,-0.4%
COc1ccc(-n2c(SCC(=O)Nc3nccs3)nc3c(c2=O)SCC3)cc1,-0.4,0%,-8,1,2.0%,5%,50,i,1.9,i,1033,0%,0.2%
CC(C)CC(NC(N)=O)C(=O)NCc1ccccc1Cl (stereo unspecified),-2.7,-9%,12,18,-0.5%,0%,61,+,2.1*,i,1135,25%,-0.4%

# Later entries
Molecule,bCat nuc transl,PhoP inhibition,WT yeast gro inh,WT yeast gro inh mutant strain,RSV antiviral HEp-2,Rac1 GTP hydrolysis,T cell modulator vesicle-bound %,Myeloid diff MLP,Myeloid diff MLP GFP+ MAC1+ %,T cell modulator,bCat nuc transl cell count 5 µM,SV40 large T antigen,West Nile virus CPE
O=C(O)C[C@H]1c2ccccc2S(=O)(=O)N1c1ccccc1,.,.,.,.,0.6%,7%,27,i,1.4,i,.,2%,-0.3%
O=C(O)c1cc2ccc3ccccc3c2oc1=O,-0.1,-18%,-11,4,3.6%,12%,60,i,0.6,i,1030,6%,0.2%
COC(=O)[C@H]1[C@H]2C[C@@H]3c4[nH]c5cc(OC)ccc5c4CCN3C[C@H]2C[C@@H](OC(=O)c2ccc(N)cc2)[C@@H]1OC,1.2,0%,.,.,-1.8%,11%,21,+,0.7*,i,1342,20%,-0.2%
COC(=O)c1cc2oc(C)cc2n1CC(=O)N1CCCc2ccccc21,3.6,-11%,-7,5,3.1%,6%,15,i,1.0,i,1429,3%,.
CC(C)NC(=S)N1CCC(Cc2ccccc2)CC1,2.1,7%,21,30,1.7%,9%,44,i,0.3,i,1037,13%,-0.5%
